Pf apPOL block: Pf-apPOL DNA polymerase inhibition; Recombinant Pf-apPOL, molecular beacon fluorescence, 1.5 h; inhibition, % at 10 µM; 210,000 compounds, 0.25% hits; AID 1794808
mHTT CaM bind: disrupts binding of mutant huntingtin to calmodulin; AlphaScreen His-mHTT/GST-CaM binding, luminescence; AID 1671202; inhibition, % at 15 µM; P42858; 190,000 compounds, 3.6% hits;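 also: 0% = both proteins with DMSO and 100% = one protein alone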
Target sequence (P42858 whole entry, looked up, stated change not applied): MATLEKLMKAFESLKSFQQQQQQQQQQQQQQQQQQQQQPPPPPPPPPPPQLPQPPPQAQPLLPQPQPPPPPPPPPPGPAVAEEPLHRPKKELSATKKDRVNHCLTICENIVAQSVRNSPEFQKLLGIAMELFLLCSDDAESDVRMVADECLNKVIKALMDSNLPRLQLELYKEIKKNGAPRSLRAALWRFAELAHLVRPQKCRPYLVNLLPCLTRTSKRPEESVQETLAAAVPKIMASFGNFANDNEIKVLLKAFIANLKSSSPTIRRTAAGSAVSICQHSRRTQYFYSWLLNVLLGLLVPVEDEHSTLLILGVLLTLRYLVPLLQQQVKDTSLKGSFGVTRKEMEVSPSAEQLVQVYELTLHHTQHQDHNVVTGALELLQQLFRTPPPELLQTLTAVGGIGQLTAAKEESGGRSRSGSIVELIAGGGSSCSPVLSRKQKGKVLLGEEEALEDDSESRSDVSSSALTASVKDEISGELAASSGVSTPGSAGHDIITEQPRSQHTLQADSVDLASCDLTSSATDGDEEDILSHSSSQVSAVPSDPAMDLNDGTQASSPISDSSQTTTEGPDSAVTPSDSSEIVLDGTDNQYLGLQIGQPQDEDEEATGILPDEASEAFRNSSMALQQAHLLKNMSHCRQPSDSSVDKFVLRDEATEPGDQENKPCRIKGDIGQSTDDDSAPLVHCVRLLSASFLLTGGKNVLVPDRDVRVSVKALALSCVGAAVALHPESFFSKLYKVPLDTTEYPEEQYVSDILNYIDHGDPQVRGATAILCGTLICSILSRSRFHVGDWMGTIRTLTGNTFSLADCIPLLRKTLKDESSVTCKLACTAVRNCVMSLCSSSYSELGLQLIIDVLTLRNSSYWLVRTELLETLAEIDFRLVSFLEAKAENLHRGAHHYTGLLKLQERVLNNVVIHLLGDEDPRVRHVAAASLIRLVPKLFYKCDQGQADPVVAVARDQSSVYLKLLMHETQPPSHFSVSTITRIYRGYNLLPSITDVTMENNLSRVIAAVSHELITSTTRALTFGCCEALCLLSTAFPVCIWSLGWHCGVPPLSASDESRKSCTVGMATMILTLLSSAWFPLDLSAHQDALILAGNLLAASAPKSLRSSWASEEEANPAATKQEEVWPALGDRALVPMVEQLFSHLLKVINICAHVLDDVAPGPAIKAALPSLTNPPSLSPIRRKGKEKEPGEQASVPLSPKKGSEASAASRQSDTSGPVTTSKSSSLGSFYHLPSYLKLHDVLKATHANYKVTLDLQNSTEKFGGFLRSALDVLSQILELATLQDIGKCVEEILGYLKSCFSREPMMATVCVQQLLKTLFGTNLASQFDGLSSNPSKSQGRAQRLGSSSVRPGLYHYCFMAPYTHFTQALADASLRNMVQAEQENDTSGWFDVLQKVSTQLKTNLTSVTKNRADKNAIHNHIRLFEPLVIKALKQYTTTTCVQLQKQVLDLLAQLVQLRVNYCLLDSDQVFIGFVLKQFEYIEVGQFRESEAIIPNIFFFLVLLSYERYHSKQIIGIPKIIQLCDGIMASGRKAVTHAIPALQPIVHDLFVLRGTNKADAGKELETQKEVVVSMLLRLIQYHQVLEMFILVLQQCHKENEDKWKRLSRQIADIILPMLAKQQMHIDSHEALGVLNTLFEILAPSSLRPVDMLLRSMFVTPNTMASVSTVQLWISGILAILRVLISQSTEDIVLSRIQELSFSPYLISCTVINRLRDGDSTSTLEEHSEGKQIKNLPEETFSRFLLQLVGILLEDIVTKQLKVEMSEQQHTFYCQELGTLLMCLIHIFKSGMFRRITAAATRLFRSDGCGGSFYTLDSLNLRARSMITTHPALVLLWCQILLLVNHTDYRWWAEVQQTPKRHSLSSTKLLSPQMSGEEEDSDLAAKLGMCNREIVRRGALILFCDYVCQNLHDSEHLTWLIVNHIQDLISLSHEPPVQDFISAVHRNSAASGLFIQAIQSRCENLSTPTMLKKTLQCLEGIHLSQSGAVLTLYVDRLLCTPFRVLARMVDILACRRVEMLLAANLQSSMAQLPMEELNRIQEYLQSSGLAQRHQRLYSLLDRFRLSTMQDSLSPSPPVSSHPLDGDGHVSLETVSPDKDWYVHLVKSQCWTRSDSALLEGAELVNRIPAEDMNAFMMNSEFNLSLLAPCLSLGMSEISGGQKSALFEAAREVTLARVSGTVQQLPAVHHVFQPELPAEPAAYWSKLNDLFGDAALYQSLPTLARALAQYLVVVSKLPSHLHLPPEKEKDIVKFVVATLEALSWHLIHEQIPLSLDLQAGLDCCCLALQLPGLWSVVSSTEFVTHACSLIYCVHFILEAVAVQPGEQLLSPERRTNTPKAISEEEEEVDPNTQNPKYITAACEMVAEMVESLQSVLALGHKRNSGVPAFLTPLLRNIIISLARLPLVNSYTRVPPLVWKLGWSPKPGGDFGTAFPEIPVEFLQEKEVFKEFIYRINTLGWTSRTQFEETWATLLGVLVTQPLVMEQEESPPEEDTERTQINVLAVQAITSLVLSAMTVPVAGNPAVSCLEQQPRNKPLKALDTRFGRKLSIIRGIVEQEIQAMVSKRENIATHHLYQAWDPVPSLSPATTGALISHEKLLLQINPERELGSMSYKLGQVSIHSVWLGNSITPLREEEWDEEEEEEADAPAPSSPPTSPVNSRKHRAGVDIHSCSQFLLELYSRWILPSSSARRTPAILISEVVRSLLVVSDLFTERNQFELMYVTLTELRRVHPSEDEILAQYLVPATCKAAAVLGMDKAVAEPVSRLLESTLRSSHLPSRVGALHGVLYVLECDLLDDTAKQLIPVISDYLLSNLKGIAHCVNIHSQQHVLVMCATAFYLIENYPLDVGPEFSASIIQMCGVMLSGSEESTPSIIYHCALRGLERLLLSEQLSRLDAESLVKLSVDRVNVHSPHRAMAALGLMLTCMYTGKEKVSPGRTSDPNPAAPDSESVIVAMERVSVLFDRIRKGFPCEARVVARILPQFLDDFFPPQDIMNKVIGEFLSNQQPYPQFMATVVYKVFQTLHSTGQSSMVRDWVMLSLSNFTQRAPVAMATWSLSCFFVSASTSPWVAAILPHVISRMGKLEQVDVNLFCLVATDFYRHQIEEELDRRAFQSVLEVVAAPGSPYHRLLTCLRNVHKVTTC
* marks the source's active call; other numbers are inactive results; . = no result given; & = joins results of further samples. Rule as the data show it: active = inhibition above about 50%; inactive = the rest. These rows are one share of the data. The share of hits here may be higher or lower than overall.

SMILES	Pf apPOL block	mHTT CaM bind
CCc1ccc(C(=O)Nc2c(C)nc3sccn3c2=O)cc1	0	-4
CC(C)C(=O)N1CCCC(c2ccnc(-c3cccc(F)c3)n2)C1 (stereo not given)	-5	8
COc1cccc(-n2c(SCC(=O)N3CCCc4ccccc43)nc3n[nH]c(C)c3c2=N)c1	4	24
COc1ccc2nc(NC(=O)CCCOc3ccccc3)sc2c1	-4	-6
CCC(=O)N1CCCN(c2ccc(NC(=O)Cc3ccccc3)cn2)CC1	-4	6
CC(C)NC(=O)C1=CCN(C(=O)NC2CCCC2)CC1	0	-4
COc1ccc(-c2nc3cccnc3n2C2CCN(C(=O)c3ccc4c(c3)OCO4)C2)cc1 (stereo not given)	-1	41
Cc1cccc(-c2noc(C3CCN(CC(=O)Nc4c(C)cccc4C)CC3)n2)c1	3	9
COc1ccc(-c2nnc(NC(=O)c3ccc(S(=O)(=O)N4CCCC(C)C4)cc3)o2)cc1 (stereo not given)	-4	20
Fc1ccc(Cc2nc(-c3ccc4nncn4c3)no2)cc1	2	-1
Cc1cc(=O)oc2c(I)c3occ(-c4ccccc4)c3cc12	0	4
Cc1ccc(OCC(=O)c2ccc(F)cc2)cc1C	-11	-20
COc1cc(/C=C2/C(=O)N(c3ccc(Cl)c(C(=O)O)c3)N=C2C)ccc1OCC#N	-2	-8
Cn1c(SCc2c(F)cccc2Cl)nnc1-c1csc(-c2cccs2)n1	-17	.
CCCCn1c(-c2ccccc2)cn2c3c(=O)n(C)c(=O)n(C)c3nc12	0	6
O=C(Cc1ccc(F)cc1)NCC1CCN(Cc2ccco2)CC1	-10	-10
O=S(=O)(C1CC1)N1CCN(Cc2ccccc2)CC1	-8	-17
COc1ccccc1CNC(=O)c1cc2c(n1C)CCN(Cc1ccccc1)C2	-3	20
CC(C)NC(=O)c1cn2ccnc(-c3ccc(F)cc3)c2n1	-2	-2
O=C(c1cc2c(s1)CN(C1CCCC1)C2)N1CCN(c2ncccn2)CC1	-2	24
Cn1c(=O)c(N2CCOCC2)c2c3c(cccc31)C(=O)c1ccccc1-2	0	22
O=C(Nc1cc(=O)n(-c2c(Cl)cc(Cl)cc2Cl)[nH]1)c1cccc([N+](=O)[O-])c1	-2	22
COc1ccc(OC)c(NC(=O)c2c(F)c(F)c(OC)c(F)c2F)c1	-4	-8
N#CN=C(N)CSc1nc2c(cc1C#N)CCCC2	0	0
COc1ccccc1CN1C(=O)c2ccccc2C1C(=O)NC1CCCC1 (stereo not given)	0	-6

Four compounds picked at random from those above, as already listed:
SMILES	Pf apPOL block	mHTT CaM bind
Cn1c(SCc2c(F)cccc2Cl)nnc1-c1csc(-c2cccs2)n1	-17	.
Cn1c(=O)c(N2CCOCC2)c2c3c(cccc31)C(=O)c1ccccc1-2	0	22
CCC(=O)N1CCCN(c2ccc(NC(=O)Cc3ccccc3)cn2)CC1	-4	6
COc1ccc(-c2nc3cccnc3n2C2CCN(C(=O)c3ccc4c(c3)OCO4)C2)cc1 (stereo not given)	-1	41

Next results:
SMILES	Pf apPOL block	mHTT CaM bind
CCC1=NS(=O)(=O)c2cccnc2N1c1ccc(F)c(C)c1	0	-7
CC1CCN(c2nc3c(=O)[nH]cnc3n2C2OC(CO)C(O)C2O)CC1 (stereo not given)	.	-6
OC1CCN(Cc2ccc3c(c2)OCO3)CC1	2	0
COc1ccc(C(=O)N2CC(=O)Nc3ccc(C)cc3C2c2ccc(F)cc2)cc1OC (stereo not given)	-7	25
CCc1ccc(/C=C(\C#N)c2nc3ccc(C)cc3[nH]2)cc1[N+](=O)[O-]	-6	6
COc1ccc(OCCn2c(=N)n(CC(C)C)c3ccccc32)cc1	-4	2
CCc1ccc(C2CC(c3cccc(OC)c3OC)n3ncnc3N2)cc1 (stereo not given)	2	26
CCC(=O)N(CCC1(c2ccccc2)CCOC(C)(C)C1)Cc1ccc(OC)c(OC)c1 (stereo not given)	2	47
O=C(NC1CCCC1)C1CN(C(=O)c2ccncc2)CC12CCCCC2 (stereo not given)	-3	2
CCn1c(C2CCN(C(=O)c3cc(OC)cc(OC)c3)C2)nc2cccnc21 (stereo not given)	-3	2
CCN1CCN(C(=O)CC(c2ccccc2C)c2cnc3n2C(C)CCC3)CC1 (stereo not given)	-1	16
O=[N+]([O-])c1ccc(N2N=C(c3ccc(O)cc3)CC2c2ccc(F)cc2)cc1 (stereo not given)	-6	98*
CCN(CC)C(=O)CN(c1cccc(Cl)c1Cl)S(C)(=O)=O	31	-2
NC(N)=NN=Cc1cccc2ccccc12	19	.
Cc1ccc(NC(=O)CSC2=NN3CCCC(=O)N=C3S2)cc1Cl	-6	5
COCCCNC(=O)CC1CCN(C(=O)C2CCCCC2)CC1	-6	0
O=C(NCc1ccc(F)cc1)N1CCn2cccc2C1Cc1ccccc1 (stereo not given)	-5	22
O=C(CN(Cc1ccc(Br)cc1)S(=O)(=O)c1ccccc1)NCC1CCCO1 (stereo not given)	-3	-6
Cc1nc(NS(=O)(=O)c2ccccc2)sc1C(=O)Nc1ccccc1	-7	0
Cc1c(C2CCN(C(=O)NCc3ccco3)CC2)noc1N	-2	3
CS(=O)(=O)N(Cc1ccccc1)c1ccccn1	2	-5
CCOC(=O)N1CCN(C(=O)CN(c2cccc(Cl)c2Cl)S(C)(=O)=O)CC1	-56	-2
COC(=O)c1cc(OCc2ccccc2)c2ccccc2n1	-4	29
COc1ccc(C2/C=C\CN(C(=O)c3ccc(C)cc3)[C@@H](Cc3ccccc3)C(=O)N2Cc2ccc(F)cc2)cc1 (stereo not given in full)	-4	16
COCCc1noc(COC2CCN(Cc3ccc(C)s3)CC2)n1	-1	0

Arranged by SMILES length (ascending): part of the list above.
SMILES	Pf apPOL block	mHTT CaM bind
Cc1ccc(OCC(=O)c2ccc(F)cc2)cc1C	-11	-20
COCCCNC(=O)CC1CCN(C(=O)C2CCCCC2)CC1	-6	0
Cc1nc(NS(=O)(=O)c2ccccc2)sc1C(=O)Nc1ccccc1	-7	0
O=C(CN(Cc1ccc(Br)cc1)S(=O)(=O)c1ccccc1)NCC1CCCO1 (stereo not given)	-3	-6

Record cards (already shown). Order of values: Pf apPOL block	mHTT CaM bind
`COc1ccc(C2/C=C\CN(C(=O)c3ccc(C)cc3)[C@@H](Cc3ccccc3)C(=O)N2Cc2ccc(F)cc2)cc1` (stereo not given in full) as listed: -4	16
`COc1cccc(-n2c(SCC(=O)N3CCCc4ccccc43)nc3n[nH]c(C)c3c2=N)c1` as listed: 4	24
`O=C(NC1CCCC1)C1CN(C(=O)c2ccncc2)CC12CCCCC2` (stereo not given) as listed: -3	2
`Cc1c(C2CCN(C(=O)NCc3ccco3)CC2)noc1N` as listed: -2	3

Later entries.
SMILES	Pf apPOL block	mHTT CaM bind
CC(Oc1ccccc1)C(=O)N1CCCn2nc(-c3cccs3)cc2C1 (stereo not given)	-4	3
O=C(c1ccc(F)cc1)N1CCN(Cc2noc(-c3ccc(Cl)cc3)n2)CC1	-9	4
O=C(C1CC(=O)N(C2CCCC2)C1)N1CCN(c2ccccc2F)CC1 (stereo not given)	0	-6
O=C(O)C1C2C=CC(O2)C1C(=O)NCCc1cccc(Cl)c1 (stereo not given)	-5	0
Nc1cc(NC(=O)c2cccc(C(=O)Nc3ccc(Cl)c(N)c3)c2)ccc1Cl	-1	15
O=C(Cn1nc(-c2ccc3c(c2)OCO3)ccc1=O)Nc1nc2ccccc2[nH]1	-2	-8
O=C(Nc1cccc(C(F)(F)F)c1)C1CCCN(C(=O)c2ccc(Cl)cc2)C1 (stereo not given)	-5	25
O=C1c2ccccc2C(=O)c2c1oc1c3c(ccc21)OCN(CCCn1ccnc1)C3	6	100*
CC(C)(C)OC(=O)NCC1CCN(Cc2ccccc2)CC1	1	.
CCCc1nc2cccnc2n1C1CCN(C(=O)NCc2ccccc2)C1 (stereo not given)	-6	6
CCOC(=O)c1cc(C(C)=NNS(=O)(=O)c2ccc(F)c(Cl)c2)on1	-11&-10	.
COc1ccc(NC(=O)c2ccc(C(=O)c3ccccc3)cc2)cc1	-14	0
COc1cccc(/C=c2\sc3nc(=O)c(Cc4ccccc4)nn3c2=O)c1	-8	1
COCC(=O)N1CCN(c2ncnc3c2CCC3)CC1	-6	-6
CCCNC(=O)C1CC(=O)N(c2ccc3c(c2)CCN3C(C)=O)C1 (stereo not given)	4	0
COc1ccc(NC(=O)COc2ccccc2)c([N+](=O)[O-])c1	-4	-2
CC(=O)C1=C(O)C(=O)N(Cc2cccnc2)C1c1ccc([N+](=O)[O-])cc1 (stereo not given)	-7	-2
Cc1nc2cc(N3CC(C(=O)Nc4ccc(C(F)(F)F)cc4)CC3=O)ccc2o1 (stereo not given)	-4	-12
CC1=C(C(=O)Nc2ccccc2Cl)C(c2ccc(F)cc2)NC(=O)N1 (stereo not given)	-4	5
Cc1nonc1NC1(Nc2nonc2C)C(=O)c2ccccc2C1=O	-3	-2
O=C(Cc1ccc(NC(=O)c2cccc(Cl)c2)cc1)NCC(F)(F)F	1	-4
COc1ccc(Cl)cc1NC(=O)C1CN(S(C)(=O)=O)CC12CCCCC2 (stereo not given)	2	21
COc1ccc(-c2nc3c(c(=O)[nH]2)CCN(C(=O)c2cc4c(s2)CCCC4)C3)cc1	1	-4
COc1cccc2cc(-c3cc(=O)oc4cc(C)c(OS(C)(=O)=O)cc34)oc12	-5	-3
Nc1nc(NCCCN2CCOCC2)cc(-c2ccccc2)n1	2	-4
Additional results:
SMILES	Pf apPOL block	mHTT CaM bind
Cn1nc(COCc2ccccc2)c2c1CCN(S(=O)(=O)c1ccc(F)cc1)C2	2	30
CC(C)CC(=O)NCc1cccnc1-c1ccc(F)cc1	-3	-9
O=C(Nc1ccccc1F)C1CCN(C(=O)c2cccs2)CC1	0	1
CCCC1C(=O)CC(C#N)(C#N)C(C#N)(C#N)C1c1ccccc1 (stereo not given)	-2	15
CC(C)(C)C(=O)C=C1NC(=O)CS1	12	.
Cc1cccc(OCC(=O)Nc2cccc(C(=O)c3ccccc3)c2)c1	-49	-19
Cc1nc(C)c(-c2ccc(OCCNC(=O)c3ccc4ncsc4c3)nn2)s1	-6	11
CCOc1ccccc1NC(=O)NCCC1CCN(S(=O)(=O)c2ccc(C)cc2)CC1	-1	23
CCN1C(=Nc2cccnc2)SCC1(O)c1ccccc1 (stereo not given)	-6	10
O=C(Nc1c2c(nn1-c1ccc([N+](=O)[O-])cc1)CS(=O)(=O)C2)c1ccccc1Br	-4	-1
COc1ccc(-c2cc3ccc(O)c(CN4CCCCC4C)c3oc2=O)c(OC)c1 (stereo not given)	2	-1
COCCn1cc(NC(=O)N2CCN(c3ccc(F)cc3)CC2)c2ccccc21	-5	13
c1ccc(C2Nc3ccccc3C3OCCC23)cc1 (stereo not given)	0	-1
CCNC(=O)N1CCOC(CN2CCN(c3ccc(C)cc3)CC2)C1 (stereo not given)	3	4
COc1cc(/C=C2\SC(=O)N(Cc3ccc(F)cc3)C2=O)cc(OC)c1OC	-33	-2
CCC(C)C(=O)Nc1ccc(S(=O)(=O)N2CCOCC2)cc1 (stereo not given)	0	-4
Cc1ccc(C2Cn3nnc(C(=O)N4CCN(C(=O)c5ccccn5)CC4)c3CO2)cc1 (stereo not given)	-3	-1
O=C(Nc1ccc(Cl)cc1)c1cnn2c1NC(c1ccco1)CC2C(F)(F)F (stereo not given)	-2	9
CCc1ccc(C(=O)NC2CCN(c3ccccc3)C2=O)cc1 (stereo not given)	1	-1
COc1cc(C)nc(NC(=O)NS(=O)(=O)c2c(C)cc(C)nc2Cl)n1	-2	3
CCOc1cc(C2C(C(=O)OC(C)C)=C(C)N=C3SCCC(=O)N32)ccc1OC(C)=O (stereo not given)	3	-3
CC(C)NC(=O)c1cnn2c(-c3ccccn3)ccnc12	0	0
CCc1ccc(-c2noc3ncnc(NC)c23)s1	.	-7
O=S(=O)(c1cccc2c(S(=O)(=O)N3CCOC(COc4ccccc4)C3)cccc12)N1CCOC(COc2ccccc2)C1 (stereo not given)	.	-5
O=C(NCc1ccco1)/C(=C\c1cccc([N+](=O)[O-])c1)NC(=O)c1cccs1	-2	11
Remaining list, next part
SMILES	Pf apPOL block	mHTT CaM bind
Cn1c(=O)c2c(nc(N=Nc3c(O)[nH]c(=O)[nH]c3=O)n2C)n(C)c1=O	-6	.
COc1cc2c(c(OC)c1OC)-c1c(cc3c(c1OC)OCO3)C[C@H](C)[C@@](C)(O)C2	2	.
O=C(Oc1ccc2c(c1)OC(=Cc1ccccc1)C2=O)c1ccco1	-4	4
O=C(CSc1nnnn1-c1ccccc1F)Nc1ccc2c(c1)OCCO2	-5	4
COc1ccc(-c2nnc(SCC(=O)O)n2-c2ccccc2)cc1	3	2
CC1=CC(=O)C=C(C)C1=NC(=O)c1ccc([N+](=O)[O-])cc1	-8	0
NC(N)=NN=C1CCc2ccccc21	-6	.
CN(C)C(CNC(=O)C(=O)NCc1ccccc1Cl)c1cccc2ccccc12 (stereo not given)	-2	-2
O=S(=O)(NCC1CCCO1)c1ccc(C2CCCCC2)cc1 (stereo not given)	-3	-7

Compound activity as filed in PubChem.
